PI5P4K alpha inh: inhibitors of human PI5P4K alpha. hit rate 1.2% among 330,000. P48426. max response, %. PI5P4Kalpha enzyme, ADP-Glo luminescence, 60 min; active compounds read low. AID 652105; active = max response of -50% or lower; inconclusive = between -30% and -50%; inactive = -30% or higher; also: value at the top dose of about 77 µM; % is scaled to controls: 0 for no effect and ±100 for the full control effect
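Compounds were pin-transferred onto PI5P4Kalpha and substrate in HEPES pH 7.4 buffer with EGTA, CHAPS and 5% DMSO. ATP (5 microM final) started the reaction, which ran 60 minutes at room temperature before ADP-Glo detection.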
GLP1R ag: GLP-1 receptor (human) agonism. Potency, µM (doses to about 45.6 µM), inactives show top-dose activation, actives largely listed as activators. hit rate 0.007% among 380,000. AID 624172. P43220. HEK293 GLP-1R CRE-luciferase, luminescence, 4-6 h; cells express a hypersensitive GLP-1R form; also: potency is read from the fitted curve at half-maximal effect; % of control where 0% means no effect
IL-2 act: activates IL-2 in a cell-based reporter assay; IL-2 activation reporter assay, cell-based qHTS; stimulated with anti-CD3/CD4/CD28 beads; in transgenic mouse T cells; activation, % (series mostly up to about 46 µM); hit rate 0.065% among 360,000; AID 652025; in the data active = activation above about 50%; inconclusive = mostly about 30% to 49%; also: 0% is about no effect
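EGFP and DsRed fluorescence is measured by plate cytometry in unstimulated transgenic mouse T cells exposed to compound for 60 minutes, then stimulated 18 hours at 37 degrees C with anti-CD3/anti-CD4 beads plus anti-CD28.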
GLP1R inv ag: inverse agonists of human GLP-1 receptor. P43220. HEK293 GLP-1R CRE-luciferase, luminescence, 24 h; GLP-1R form is constitutively active. Potency, µM (doses to about 38.3 µM), without a hit: at the highest dose activity change, negative = inhibition, most hits filed as inhibitors. hit rate 1.6% among 410,000. AID 624417; also: potency is read from the fitted curve at half-maximal effect; % is scaled to controls: 0 for no effect and ±100 for the full control effect; nearly all actives have a fitted effect of over 55% in size
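Constitutively active GLP-1R drives a cAMP-responsive luciferase in stably transfected HEK293 cells; test compounds are added after overnight (12 h) attachment and left 24 hr, and signal loss in luminescence marks inhibition.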
DRD3 agonist: D3 dopamine receptor (human) agonism; P35462; D3R DiscoveRx beta-arrestin cells, luminescence, 90 min; max activation, %; hit rate 0.58% among 410,000; AID 652048; in the data active = max activation above about 30%; also: 0% is about no effect; mostly tested at two doses, the higher about 12 µM
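Agonist mode: compounds and dopamine controls were applied to plated cells for 90 min at 37 degrees C after an overnight attachment at 1500 cells/well. Luminescent read-out followed 30 - 60 minutes at room temperature with DiscoveRx detection reagent.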
PLK1 PBD block: PLK1 (human) polo-box domain binding inhibition; P53350; Plk1 PBD binding of FITC phosphopeptide, fluorescence polarization; Potency, µM, for inactives: max response, negative = inhibition, usual class: inhibitors; hit rate 2.8% among 360,000; also: potency is read from the fitted curve at half-maximal effect; series mostly up to about 57 µM; % is scaled to controls: 0 for no effect and ±100 for the full control effect; nearly all actives have a fitted effect of over 65% in size
D3 antag: blocks the human D3 dopamine receptor; P35462; D3R cells, DiscoveRx beta-arrestin luminescence, antagonist mode; active compounds read low; max response, negative = inhibition, %; hit rate 2.5% among 360,000; AID 652054; in the data active = max response below about -50%; inconclusive = no clear call, values can overlap the other calls; also: % is scaled to controls: 0 for no effect and ±100 for the full control effect; mostly tested at two doses, the higher about 12 µM
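Cells plated overnight at 1500 cells/well, then exposed to library compounds with dopamine controls for 90 minutes at 37 degrees C. DiscoveRx reagent added for 30–60 minutes at room temperature; luminescence read, quantitative HTS format.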
HEK293 tox: cytotoxicity in counter-screen for GLP-1R inverse agonists; HEK293 cAMP-luciferase reporter cells, luminescence, 24 h; Potency, µM (doses to about 38.3 µM), for the others: at the top dose activity change, negative = inhibition, usual class: inhibitors; hit rate 0.13% among 410,000; AID 624418;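 also: loss of luciferase light is scored as toxicity; potency is read from the fitted curve at half-maximal effect; % is scaled to controls: 0 for no effect and ±100 for the full control effect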
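Seeding density was 200 cells/uL; after overnight-length (12 h) culture, 23 nL compounds went on for 24 h at 37 °C. Readout used a luciferase detection reagent, luminescence taken after 12 min at room temperature.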
WRN inhibitor: blocks human WRN helicase | hit rate 0.46% among 360,000 | Potency, µM (series often up to 114 µM), for the others: at the highest dose activity change, negative = inhibition, hits mostly inhibitors | Q14191 | WRN helicase unwinding, fluorescent forked duplex, kinetic | AID 651768; also: potency is read from the fitted curve at half-maximal effect; % is scaled to controls: 0 for no effect and ±100 for the full control effect; nearly all actives have a fitted effect of over 55% in size
Target sequence (Q14191 whole entry, looked up): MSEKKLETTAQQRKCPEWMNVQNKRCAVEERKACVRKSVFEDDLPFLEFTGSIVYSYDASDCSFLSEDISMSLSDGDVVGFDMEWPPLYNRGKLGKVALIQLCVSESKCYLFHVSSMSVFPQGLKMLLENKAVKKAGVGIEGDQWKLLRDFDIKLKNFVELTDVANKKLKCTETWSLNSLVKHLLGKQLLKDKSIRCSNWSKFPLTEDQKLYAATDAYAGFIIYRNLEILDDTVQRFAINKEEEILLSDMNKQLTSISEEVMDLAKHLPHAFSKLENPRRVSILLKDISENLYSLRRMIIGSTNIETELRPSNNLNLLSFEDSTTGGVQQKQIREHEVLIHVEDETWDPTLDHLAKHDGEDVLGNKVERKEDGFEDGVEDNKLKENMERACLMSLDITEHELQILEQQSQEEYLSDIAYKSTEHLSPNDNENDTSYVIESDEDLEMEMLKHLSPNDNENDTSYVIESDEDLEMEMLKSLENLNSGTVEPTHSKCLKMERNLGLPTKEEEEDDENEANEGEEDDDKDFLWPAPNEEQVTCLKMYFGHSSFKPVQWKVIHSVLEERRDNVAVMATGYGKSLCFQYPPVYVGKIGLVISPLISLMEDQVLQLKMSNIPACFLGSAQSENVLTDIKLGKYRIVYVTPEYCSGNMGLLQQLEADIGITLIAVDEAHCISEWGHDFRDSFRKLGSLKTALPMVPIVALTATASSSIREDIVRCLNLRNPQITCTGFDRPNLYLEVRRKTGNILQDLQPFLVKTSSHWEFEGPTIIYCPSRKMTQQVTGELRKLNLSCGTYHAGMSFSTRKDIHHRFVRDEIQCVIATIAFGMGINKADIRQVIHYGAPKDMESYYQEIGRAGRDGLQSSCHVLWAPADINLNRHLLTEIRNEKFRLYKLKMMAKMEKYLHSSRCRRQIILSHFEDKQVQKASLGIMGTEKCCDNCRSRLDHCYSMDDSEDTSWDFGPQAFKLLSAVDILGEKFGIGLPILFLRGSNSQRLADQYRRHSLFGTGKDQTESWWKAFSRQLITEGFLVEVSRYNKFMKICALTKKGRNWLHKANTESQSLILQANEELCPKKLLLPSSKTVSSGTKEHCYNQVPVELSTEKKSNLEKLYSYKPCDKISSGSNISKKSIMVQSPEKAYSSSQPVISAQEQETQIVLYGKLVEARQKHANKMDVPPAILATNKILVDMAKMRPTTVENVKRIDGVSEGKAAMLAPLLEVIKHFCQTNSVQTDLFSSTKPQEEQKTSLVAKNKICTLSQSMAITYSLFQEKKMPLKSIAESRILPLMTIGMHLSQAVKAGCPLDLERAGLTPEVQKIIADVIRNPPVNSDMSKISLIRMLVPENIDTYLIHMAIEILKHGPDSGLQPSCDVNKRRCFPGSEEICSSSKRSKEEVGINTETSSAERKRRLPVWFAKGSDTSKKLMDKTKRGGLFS
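Screening of the MLSMR collection measured strand separation of a quenched forked DNA duplex (100 nM) by 20 nM WRN with 2 mM ATP, all final. Compounds were preincubated with enzyme 15 min at room temperature.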
Starred values were filed as active, the others as inactive; ? = inconclusive; . = not tested or not shown; [ ] = remark or other dose. Unless noted, calls follow the shape of the dose curve; as a rule, active = well fitted curve in the direction sought with a large enough effect; inconclusive = small, poorly fitted or top-dose-only effect, or another doubt; inactive = no such curve, though single readings can be large; an effect the other way counts as inactive or inconclusive.

SMILES	PI5P4K alpha inh	PLK1 PBD block	WRN inhibitor	GLP1R ag	D3 antag	HEK293 tox	GLP1R inv ag	IL-2 act	DRD3 agonist
CCn1c(-c2c(Cl)c(C)nn2C)n[nH]c1=S	-4	-6%	2%	-2%	?	16%	30%	-0.2	-1
COc1cc(C(=O)NC(=S)Nc2ccc([N+](=O)[O-])cc2C)cc(OC)c1OC	-3	-15%	1%	4%	-26	-27%	-1%	0.0	-9
COc1ccc(C(CNC(=O)c2cccc(S(=O)(=O)N3CCCC(C)C3)c2)N(C)C)cc1 (configuration not stated)	-1	-1%	2%	9%	-65*	1%	?	0.1	-27
Cc1[nH]c2ccccc2c1N=Nc1cccc(C(=O)O)c1	-19	-7%	?	1%	?	?	0%	0.8	-9
CCOC(=O)N1CCN(C(=O)CCCn2c(=S)[nH]c3ccc(Br)cc3c2=O)CC1	.	-9%	5%	13%	53	2%	0%	-2.7	7
CCCCNC1=CC(=O)C(NCCCC)=CC1=O	0	-18%	-3%	3%	-13	?	31%[activator]	-0.3	7
CCc1ccc(-c2cc(C(=O)N/N=C/c3c[nH]c4ccccc34)[nH]n2)cc1	-23	-5%	-2%	-2%	2	-25%	?	-1.1	3
O=C(CCN1C(=O)C2C3C=CC(C3)C2C1=O)N1CCN(c2ccccc2Cl)CC1 (configuration not stated)	0	-5%	-11%	7%	-80*	4%	0%	-3.2	-9
CCCCC[C@H]1CN(CCc2ccccc2)C(=O)[C@@H]1CC(=O)NCc1ccc(OC)cc1	1	4%	-7%	3%	23	-26%	?	-0.1	15
CCOC(=O)c1cnc(SC2CC(=O)N(c3ccc(C)cc3)C2=O)nc1N (configuration not stated)	0	-2%	10%	3%	11	2%	6%	-3.2	5
O=C(C[C@H]1C/C=C\CCCC(=O)OC[C@H]2CCCN2C1=O)NCCO	-8	-17%	4%	-3%	2	1%	2%	1.5	8
CC(=O)c1ccc(NCCC(=O)c2ccccc2)cc1	-2	-15%	2%	-6%	-13	4%	8%	-2.2	4
COc1ccc(-n2c(C)ccc2-c2ccccc2)cn1	3	-25%	0%[57.1 µM]	3%	-25	-4%	-13%	0.2	-7
CCOc1ccccc1N1CCN(C(=O)NCc2ccc(Cl)cc2)CC1	5	-3%	-9%	9%	13	0%	?	-0.1	0
O=C(Nc1ccc(Br)cc1)C1CCCN(C2=NS(=O)(=O)c3ccccc32)C1 (configuration not stated)	-1	-9%	8%	-1%	3	-11%	?	1.2	-9
N#CC1=C2N=C(N)c3ccccc3N2C2=C(C(=O)CCC2)C1c1ccc(F)cc1 (configuration not stated)	6	0%	-9%	12%	15	-15%	-22%	-0.2	4
COc1ccc(-c2nn(-c3ccccc3)cc2C(=O)NC(=S)NNC(=O)c2ccncc2)cc1	-14	-27%	-10%	-3%	19	-3%	?	1.2	-5
O=C(CCC(=O)OCc1ccc(C(=O)Oc2ccccc2)cc1)Nc1cccc2ccccc12	-5	-4%	-8%	-6%	14	?	46%[activator]	0.4	0
OCC1OC(n2ccc3c(NO)ncnc32)C(O)C1O (configuration not stated)	20	-14%	?	-31%[inhibitor]	?	-14%	?	-1.5	-6
CC(=O)Nc1ccc(C(=O)Nc2ccc(S(=O)(=O)N3CCOCC3)cc2)cc1	2	-2%	2%	3%	3	-16%	23%	0.7	1

Arranged by number of heavy atoms (lowest first): some entries from above.
SMILES	PI5P4K alpha inh	PLK1 PBD block	WRN inhibitor	GLP1R ag	D3 antag	HEK293 tox	GLP1R inv ag	IL-2 act	DRD3 agonist
O=C(Nc1ccc(Br)cc1)C1CCCN(C2=NS(=O)(=O)c3ccccc32)C1 (configuration not stated)	-1	-9%	8%	-1%	3	-11%	?	1.2	-9
N#CC1=C2N=C(N)c3ccccc3N2C2=C(C(=O)CCC2)C1c1ccc(F)cc1 (configuration not stated)	6	0%	-9%	12%	15	-15%	-22%	-0.2	4
O=C(CCC(=O)OCc1ccc(C(=O)Oc2ccccc2)cc1)Nc1cccc2ccccc12	-5	-4%	-8%	-6%	14	?	46%[activator]	0.4	0

Other records
SMILES	PI5P4K alpha inh	PLK1 PBD block	WRN inhibitor	GLP1R ag	D3 antag	HEK293 tox	GLP1R inv ag	IL-2 act	DRD3 agonist
COc1ccc(S(=O)(=O)N(CCCN2CCCC2=O)Cc2cc3c(C)ccc(C)c3[nH]c2=O)cc1	-8	-5%	-15%	15%	?	-12%	0%	-0.3	3
COc1cccc(C(=O)Nc2nnc(S(=O)(=O)Nc3cccc(C)c3)s2)c1	3	2%	-1%	1%	13	1%	2%	-1.4	-8
Cc1ccc(NC(=O)c2nnn(CC(=O)Nc3ccccc3)c2N)cc1C	-3	-15%	-6%	-9%	10	-6%	1%	-2.0	-5
COc1ccc(Cl)cc1NC(=O)CNc1ccccc1N1CCOCC1	-2	-3%	1%	6%	-4	-17%	-8%	1.1	2
CC1OC(Nc2cccc3ccccc23)C(O)C(O)C1O (configuration not stated)	.	-7%	-5%	-5%	?	1%	0%	-2.0	-16
NC(=O)c1ccccc1NC(=O)NC1CCCCC1	-1	-1%	3%	0%	17	-6%	0%	-2.1	6
Cc1nnc(NCCO)c2ccccc12	.	-17%	-20%	5%	-4	-14%	20%	-3.2	7
Cc1ccc(S(=O)(=O)Nc2ccc(Cl)cc2C(=O)c2ccc(F)cc2)cc1	-6	-2%	-8%	-21%	2	9%	-33%	0.1	-4
N/C(Cc1nc(-c2ccc(Cl)cc2)cs1)=N/O	-4	-10%	-30%	0%	-6	9%	-3%	0.4	-8
CCn1c(=N)c(C(=O)NCC2CCCO2)cc2c(=O)n3cc(C)ccc3nc21 (configuration not stated)	.	.	.	0%	.	263%[activator]	20%	.	-6
CCCCC1=CC2=C(c3ccco3)C(=O)C(C)(OC(=O)c3ccc(OC)cc3)C(=O)C2=CN1CC(C)C (configuration not stated)	-3	-11%	-11%	-6%	?	4%	11%	-2.7	6
CCOC(=O)c1c(C)c(C(=O)NCc2ccc3c(c2)OCO3)c(C)n1CC	-12	0%	-1%	2%	16	3%	23%	-2.6	-9
COc1cc(OC)cc(-c2sc3ccc(OC)cc3c2-c2ccc(O)cc2)c1	24	-4%	0%	21%	23	-8%	?	-0.4	8
CCOc1ccc(NC(=O)c2ccccc2OC)cc1	-4	-5%	-21%	19%	0	0%	-18%	3.0	1
COC(=O)[C@]1(Cc2ccccc2)N[C@H](CN(C)C(=O)Nc2ccc(C)cc2)[C@@H]2C(=O)N(C)C(=O)[C@@H]21	0	-12%	3%	9%	0	-15%	-9%	3.4	-14
CCOc1ccc(N2CC(C(=O)Nc3ccccc3C(=O)N3CCOCC3)CC2=O)cc1 (configuration not stated)	-4	-6%	0%	19%	1	-6%	28%	-2.6	1
O=C(NNc1ccccc1F)c1ccccc1	0	-7%	-17%	8%	1	-17%	?	-0.5	-6
c1ccc(-c2noc(COc3ccc4c(c3)OCO4)n2)cc1	10	-2%	-7%	14%	17	-5%	-3%	-0.6	7
CC(C)CC1C(=O)N(Cc2cn(CCC3OCCO3)nn2)CCS(=O)(=O)N1Cc1ccc(-c2cccc(CO)c2)cc1 (configuration not stated)	-2	-9%	-5%	17%	-6	-6%	21%	-2.6	1
O=C(COC(=O)c1ccncc1)Nc1cc(Cl)ccc1Cl	.	-6%	-5%	7%	-27	11%	3%	-2.0	-14
COc1ccc(-c2noc(N3CCCC(C(=O)Nc4cc(F)ccc4F)C3)n2)cc1 (configuration not stated)	14	-7%	-6%	-1%	-4	-9%	-24%	-0.4	-4
CCOc1ccc(-n2c(SCc3nc(-c4ccc(C)cc4)no3)nnc2-c2ccncc2)cc1	.	-1%	-14%	2%	4	-17%	-9%	-3.1	21
CCn1c2c(c3cc(Cl)ccc31)CCCC2=O	-1	4%	-2%	23%	-11	-14%	-1%	-3.3	1
O=C(Nc1c(C(=O)O)[nH]c2ccc(F)cc12)c1cccc(C(F)(F)F)c1	0	-4%	-24%	0%	4	2%	-21%	-1.1	3
Cc1ccc(S(=O)(=O)N2CCCCC2)cc1NC(=O)c1c(-c2ccccc2)noc1C	0	-6%	-3%	-2%	-2	-6%	-12%	0.4	1
O=C(NC1CC1)C1=C[C@@H](C2CCCCC2)C[C@@H](OCCCCO)O1	-1	-2%	3%	5%	17	20%	4%	-0.2	11
CC1CCCN(S(=O)(=O)c2cc(C(=O)NCc3ccccc3Cl)n(C)c2)C1 (configuration not stated)	.	.	.	2%	.	3%	?	.	3
NC(=O)c1c(NC(=O)Cn2nc(C(=O)O)c3ccccc3c2=O)sc2c1CCC2	-9	-12%	-6%	-3%	11	0%	3%	-1.4	1
Cc1cc(Cl)c2oc(C(=O)NCCN3CCOC3=O)c(C)c2c1	12	-19%	-2%	9%	-4	3%	26%	-0.5	0
O=C(c1cnn(C(=O)CN2CCCC2=O)c1)c1ccccc1O	?	-5%	?	-8%	-6	-16%	-9%	-1.8	-6
Cn1nc(C(C)(C)C)c([N+](=O)[O-])c1C(=O)NCCO	-13	24µM*	11%	2%	2	0%	-3%	2.1	5
CCN(CC(=O)Nc1c(F)cccc1F)C(=O)CCCOc1ccc(OC)cc1	-1	1%	1%	-2%	17	3%	3%	-3.4	15
CCc1ccc(NC(=O)CSc2nc3c(sc4ccccc43)c(=O)n2CCN(CC)CC)cc1	.	.	.	1%	.	-3%	-8%	.	-7
O=C(COC(=O)c1cc([N+](=O)[O-])ccc1N1CCOCC1)NC1CCCCC1	1	-7%	-9%	3%	-16	?	17%	0.0	-8
COC(=O)[C@H](CC(C)C)NC(=O)NC1CCCCC1C (some centres not stated)	.	-4%	3%	-8%	?	1%	0%	-1.4	-8
COc1cccc(NC(=O)N2CCOCC2)c1	1	1%	-17%	-19%	17	3%	1%	-0.6	4
CCCCn1c(SCn2nnc3ccccc3c2=O)nc2cc(S(N)(=O)=O)ccc21	.	-7%	-9%	4%	15	-13%	1%	-0.4	9
Cc1ccccc1S(=O)(=O)Nc1nc2ccccc2nc1N1CCOCC1	1	-2%	-1%	-13%	11	1%	1%	-1.4	2
Cc1cc(N2CCN(C(=O)Nc3ccc(F)cc3F)CC2)c2ccccc2n1	-11	1%	9%	-2%	-11	-7%	?	-3.2	-11
